KLK7 zymogen act: proKLK7 zymogen activators, primary screen, biochemical, fluorescence intensity | activation, % at 7 µM | AID 652039, 2013 | Kallikrein-7 (Homo sapiens), P49862 | purified proKLK7, EDANS-DABCYL substrate fluorescence; 100% is mature enzyme control, 0% vehicle | 0.9% of 370,000 active;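 active means activation above the mean of all tested compounds plus 3 SD, computed per campaign excluding outliers beyond control limits, cut at about 13% in these data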
PLC-gamma1 inh: PLC-gamma1 enzyme inhibitors, primary screen, biochemical, fluorescence, purified enzyme. 1-phosphatidylinositol 4,5-bisphosphate phosphodiesterase gamma-1 (Homo sapiens), P19174. AID 720700, 2013. inhibition, % at 12.2 µM. fluorogenic substrate. 0.84% of 370,000 active; in the data active means inhibition above about 9.5%
UHRF1 MBD2 ctr: UHRF1 methylated DNA binding inhibitors, primary screen, counter-screen for MBD2 inhibitor project, biochemical, TR-FRET, human UHRF1, single concentration; 0.75% of 370,000 active; inhibition, % at 4.4 µM; E3 ubiquitin-protein ligase UHRF1 (Homo sapiens), Q96T88; AID 687016, 2013; UHRF1 binding to methylated oligo; in the data active means inhibition above about 21%;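 further: UHRF1 SRA domain binding a hemimethylated CpG hairpin DNA probe; 0% = median of test compound wells and 100% = reference inhibitor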
Target sequence (Q96T88 whole entry, looked up, the tested form may be a part): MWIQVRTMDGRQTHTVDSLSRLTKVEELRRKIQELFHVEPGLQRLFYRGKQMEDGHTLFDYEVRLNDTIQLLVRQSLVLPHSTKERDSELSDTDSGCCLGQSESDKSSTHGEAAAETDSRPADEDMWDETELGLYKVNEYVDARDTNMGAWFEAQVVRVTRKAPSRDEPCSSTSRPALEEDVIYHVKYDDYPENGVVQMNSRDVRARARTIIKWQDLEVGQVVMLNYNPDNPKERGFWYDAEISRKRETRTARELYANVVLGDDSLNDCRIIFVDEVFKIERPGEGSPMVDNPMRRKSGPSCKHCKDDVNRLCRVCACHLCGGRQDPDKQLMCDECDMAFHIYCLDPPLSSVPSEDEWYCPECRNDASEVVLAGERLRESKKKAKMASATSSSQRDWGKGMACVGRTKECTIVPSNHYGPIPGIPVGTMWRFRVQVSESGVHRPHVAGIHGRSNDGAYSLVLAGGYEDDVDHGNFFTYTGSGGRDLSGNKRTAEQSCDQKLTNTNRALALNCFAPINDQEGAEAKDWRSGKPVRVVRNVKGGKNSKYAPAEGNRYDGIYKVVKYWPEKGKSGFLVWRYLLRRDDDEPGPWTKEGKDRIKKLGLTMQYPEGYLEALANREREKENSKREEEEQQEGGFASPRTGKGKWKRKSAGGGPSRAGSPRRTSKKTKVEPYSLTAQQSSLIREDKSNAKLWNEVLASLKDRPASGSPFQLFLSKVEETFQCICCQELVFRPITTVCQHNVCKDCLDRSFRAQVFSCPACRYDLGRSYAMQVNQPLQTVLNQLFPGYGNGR
ARFGAP1 inhibitor: inhibitors of rat ARFGAP1 GAP activity, primary screen, biochemical, fluorescence polarization, GDP tracer; ADP-ribosylation factor GTPase-activating protein 1 (Rattus norvegicus), Q62848; Arfgap1-stimulated ARF1 GTP hydrolysis, GDP FP detection; inhibition, % at 16.5 µM; 0.26% of 360,000 active;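 active means inhibition above a per-plate limit, mean inhibition of low control wells plus 3 SD, cut at about 25% in these data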;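 further: 0% = DMSO wells with enzyme and 100% = wells lacking Arfgap1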
Target sequence (Q62848 1-136 limits assumed): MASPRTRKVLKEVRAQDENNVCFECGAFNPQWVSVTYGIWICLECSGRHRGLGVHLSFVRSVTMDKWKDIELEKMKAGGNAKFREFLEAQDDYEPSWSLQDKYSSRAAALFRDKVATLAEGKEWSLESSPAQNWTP
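Replicates: Single well per compound | Assay system: Truncated rat Arfgap1 GAP domain | Control set: No-Arfgap1 wells (100%) versus DMSO full-reaction wells (0%) | Times: Enzyme reaction 120 min at 25 °C after 20 min preincubation | Reagent: Human ARF1(Δ1-17)-GTP substrate | Measured by: Tracer-displacement fluorescence polarization with EDTA stop, 620/688 nm | Measure: Percent inhibition of Arfgap1-stimulated GTP hydrolysis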
Tn7 DDE FP: inhibitors of Tn7 peptide binding to fibrin DD(E), primary screen, biochemical, fluorescence polarization, human fibrin, Tn7 probe; AID 720508, 2013; Fibrinogen beta chain (Homo sapiens), P02675; inhibition, % at 8.3 µM; FP displacement of FITC-Tn7 peptide from fibrin DD(E); 0% = median of compound wells per plate; 0.13% of 370,000 active;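 active means inhibition above the mean of compounds falling within the control limits plus 3 SD of them, cut at about 14% in these data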;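 further: 0% = plate median of compound wells and 100% = 10 µM Aha-Tn7 peptide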
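Assay system: Human fibrin DD(E) protein | Medium: Tris buffer with calcium and detergent, pH 7.8 | Reagent: 0.1 µM fluorescent Tn7 | Compound dosing: Single point at 8.3 µM | Times: 10 min preincubation, 3 h with tracer, room temperature | Detection: Fluorescence polarization of the labelled Tn7 tracer | Controls: Aha-Tn7 high control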
PLCb3 inh: human PLC-beta3 inhibitors, primary screen, biochemical, fluorescence; AID 720704, 2013; inhibition, % at 12.2 µM; 0.18% of 370,000 active; Purified PLC-beta3, fluorogenic substrate; in the data active means inhibition above about 11%;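 further: 0% = median of compound wells on plate and 100% = full blocker control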
sPLA2-III inh: human group III sPLA2 inhibitors, primary screen, biochemical, QFRET, BODIPY PC-A2 liposome substrate | Group 3 secretory phospholipase A2 (Homo sapiens), Q9NZ20 | QFRET BODIPY PC-A2 liposome hydrolysis, fluorescence | inhibition, % at 12.2 µM | 0.56% of 370,000 active;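 active means inhibition above mean plus 3 SD of compounds lying within the high and low control bounds, cut at about 19% in these data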;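 further: 0% = median of test compound wells and 100% = no enzyme DMSO wells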
DDE Tn6 FP inh: inhibitors of Tn6 peptide binding to fibrin DD(E), primary screen, biochemical, fluorescence polarization, human fibrin, Tn6 probe; Fibrinogen beta chain (Homo sapiens), P02675; inhibition, % at 8.3 µM; Fibrin DD(E) TRITC-Tn6 fluorescence polarization displacement; AID 720509, 2013; 0.21% of 370,000 active;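 active means inhibition above a per-campaign cutoff: mean of compounds within control limits plus 3 SD, cut at about 15% in these data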;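 further: 0% = median of all compound wells on the plate and 100% = blocking peptide control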
NR1D1 modulator: modulators of Rev-erb alpha DNA binding, primary screen, biochemical, FITC-DNA, fluorescence polarization, uHTS; Rev-erbα–FITC-DNA binding, 90 min; Nuclear receptor subfamily 1 group D member 1 (Homo sapiens), P20393; activity, % at 10 µM; 0.79% of 370,000 active;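 active means activity above about 14%, limit read from the data; passing the limit was not always enough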;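 further: 0% = DMSO wells with 35 nM protein and 100% = DMSO wells with 750 nM protein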
ASAP1 inh: inhibitors of human ASAP1 ArfGAP activity, primary screen, biochemical, fluorescence polarization. ASAP1-stimulated ARF1 GTP hydrolysis, GDP FP detection. 0.19% of 360,000 active. inhibition, % at 16.5 µM. AID 624377, 2012. Arf-GAP with SH3 domain, ANK repeat and PH domain-containing protein 1 (Homo sapiens), …; in the data active means inhibition above about 25%;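 further: 0% = vehicle with enzyme and substrate and 100% = no enzyme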
* hit, by the source's call; nt = no result given.

SMILES	KLK7 zymogen act	PLC-gamma1 inh	UHRF1 MBD2 ctr	ARFGAP1 inhibitor	Tn7 DDE FP	PLCb3 inh	sPLA2-III inh	DDE Tn6 FP inh	NR1D1 modulator	ASAP1 inh
O=C(COC(=O)COc1cccc(Br)c1)Nc1c(Cl)cccc1Cl	-0.2	0	-1	14	-11	1	-1	3	0	-5
CCOc1ccc(N(CC(=O)NCCc2ccccc2)S(=O)(=O)c2ccccc2)cc1	1.2	-4	1	7	1	-7	3	-7	0	-13
COc1cccc(NC(=O)C2C3C=CC(O3)C2C(=O)NCc2cccnc2)c1 (centres undefined)	0.2	2	-2	7	0	3	0	1	-1	9
CCCC(=O)N1CC(=O)Nc2ccc(F)cc2C1c1ccccc1 (centres undefined)	0.3	1	0	-2	-5	5	1	2	2	-8
Nn1c(SCC(=O)Nc2ccc3c(c2)OCCO3)nnc1-c1cccnc1	-0.3	-6	1	6	7	-7	10	7	-1	5
CC(C)Cn1cnc2c(SCc3ccc(Cl)cc3)nc(N)nc21	-0.2	4	0	-2	-1	4	-7	4	4	-1
CC(C)(C)NC(=O)CC(c1ccccc1)c1ccccc1O (centres undefined)	-0.7	7	0	5	-9	3	1	3	0	11
COc1ccc(OC)c(NC(=O)c2ccc(S(=O)(=O)N3CCOCC3)cc2)c1	0.0	-2	0	8	-4	1	-3	4	2	5
O=C(CSc1nnc(Cc2ccccc2)o1)N1CCc2ccccc21	-0.4	2	3	3	-4	2	5	7	-2	12
COc1ccccc1N1CCN(C(=O)/C=C/c2ccccc2)CC1	-1.1	-1	-2	8	-10	3	-9	-4	-6	5
O=c1[nH]nc(CNc2ccc(C(F)(F)F)cc2)c2ccccc12	-0.5	-3	-2	9	0	1	-4	0	5	10
CC(=O)NCCNC(=O)c1ccc(NC2=NC3CS(=O)(=O)CC3S2)cc1 (centres undefined)	-0.5	-3	-1	1	6	-6	1	2	-6	-13
CCOC1=C2CN(S(=O)(=O)c3ccc(C)cc3)[C@H](c3cccc(Cl)c3)C[C@H]2[C@H]2C(=O)N(c3ccccc3)C(=O)[C@H]2C1	0.4	-1	0	-7	-6	1	-9	-8	11	12
O=C(NCC(c1ccccc1)c1ccccc1)[C@H](Cc1ccccc1)NC1(C(=O)NC2CCCCC2)CCOCC1	nt	14*	3	nt	0	3	10	0	2	nt
CCOc1ccc(N(CC(=O)NCc2ccccc2C)S(C)(=O)=O)cc1	-0.3	5	3	3	-5	-2	0	-3	0	7
O=C(CSc1nnc(CNC(=O)c2cccs2)o1)NCCc1ccccc1	0.2	4	0	6	-2	6	3	1	0	4
COc1cccc(-n2c(Cc3cc(=O)[nH]c(=O)[nH]3)nnc2SCC(=O)N2CCCC2)c1	-0.1	-2	-1	-3	-4	-1	-4	3	3	1
O=C(OCc1nnc(-c2ccccc2)o1)c1ccccc1	0.2	3	-1	10	-7	-3	-3	6	-2	-4
CCS(=O)(=O)N1CCN(c2ccc([N+](=O)[O-])c(NC(C)c3ccccc3)c2)CC1 (centres undefined)	0.8	4	-1	-5	2	6	0	-3	4	-5
Cc1ccc2nc(NC(=O)CC3Oc4ccccc4NC3=O)sc2c1 (centres undefined)	-0.7	0	5	9	0	-6	4	-1	-5	-4
C/C(=N\NC(=O)CCc1ccc(S(=O)(=O)N2CCOCC2)cc1)c1ccccc1Cl	0.7	3	-1	8	-2	0	-1	5	0	-12
c1ccc(N2CCN(c3ncnc4c3oc3ccccc34)CC2)cc1	0.5	-20	0	6	-3	-22	-3	-4	-1	1
Brc1cccc(OCCn2ccnc2)c1	0.2	6	0	8	0	6	-7	10	-5	-2
Cc1cc(Cl)ccc1NC(=S)Nc1cccnc1	0.4	0	3	-5	9	-2	12	11	2	3
CCC1CN(C(=O)NCc2ccc(C)cc2)c2cc(C)ccc2O1 (centres undefined)	0.0	5	6	2	0	-2	4	-3	0	-5
CCC(=O)Nc1cc(C(C)C)c(O)cc1C	0.0	1	0	9	-2	1	2	-3	1	8
COCCN(Cc1ccco1)C(=O)C1CCCN(c2ncnc3c2nc2n3CCCCC2)C1 (centres undefined)	0.7	1	0	17	3	-5	0	1	1	-2
O=C(Nc1ccc(Cl)cc1)c1cnc(-c2ccccc2)nc1-c1ccccc1	-0.2	-3	-1	3	-5	-2	4	0	0	9
CCOc1ccc(N(CC(=O)NCc2ccco2)C(=O)CCC(=O)Nc2nccs2)cc1	0.8	2	-1	-4	1	-7	-7	1	3	12
Cc1cc(C)n(-c2ccc(C(=O)NCC(c3ccco3)N3CCCC3)cc2)n1 (centres undefined)	-0.1	4	2	1	1	-18	9	-4	-7	3
O=c1[nH]c(=O)n(Cc2ccccc2)c2nc(-c3ccc(C(F)(F)F)cc3)n(CCO)c12	-0.7	-7	6	6	-6	-17	2	-3	-3	2
Cc1cccc(CNC(=O)CCc2nnc(C3CCCCC3)o2)c1	-1.2	-3	0	-15	2	-10	3	0	5	-1
O=c1ccc(-c2ccc(S(=O)(=O)NCC3CCN(Cc4ccccc4F)CC3)s2)n[nH]1	0.9	-4	-3	-2	-5	-6	-22	2	-4	-9
O=C(NCCCN1CCCC1=O)c1cccc(NS(=O)(=O)c2ccc(Br)cc2)c1	0.2	2	3	2	0	-8	8	-5	-2	-4
CCOc1ccc(-n2c(SCC(=O)Nc3ccccc3C)n[nH]c2=O)cc1	-0.2	0	0	-4	9	-2	-1	2	-7	4
COc1ccc([C@@H]2C[C@H]3CN(c4ccccc4)C(=O)[C@]34CCCN24)c(OC)c1OC	-0.1	-1	0	16	1	-7	4	-8	-2	-3
CC12CCC(=O)N1C(C(=O)Nc1nc(-c3ccc(F)c(F)c3)cs1)CS2 (centres undefined)	0.6	-4	0	-1	2	-9	11	-10	-5	-1
COc1ccc(OC)c(Cc2nnc(CCC(=O)NCc3ccsc3)o2)c1	0.4	-1	0	-2	-3	2	-1	-1	3	-1
Nc1ncnc2c(C3OC(CO)C(O)C3O)scc12 (centres undefined)	8.7	-181	0	14	-11	-233	4	4	3	6
Cc1noc(C)c1CSCC(=O)N(C)CC(=O)Nc1ccc(F)cc1	0.2	-1	-1	-7	10	-6	3	-4	0	7
O=C1CCc2cc(S(=O)(=O)NC3CCCCC3)ccc2N1	-0.1	5	2	2	-5	2	-2	3	1	3
CN(Cc1cccc(C(F)(F)F)c1)C(=O)[C@H]1O[C@@H](n2ccc(N)nc2=O)[C@H](O)[C@@H]1O	-0.6	2	0	1	-5	3	4	1	-5	-7
CC1(c2cccc(Br)c2)NC(=O)N(CC(=O)Nc2ccc(S(N)(=O)=O)cc2)C1=O (centres undefined)	0.5	-2	3	0	6	-8	-11	-6	-9	2
CCOP(=O)(OCC)C(Nc1cccc([N+](=O)[O-])c1)c1ccccc1 (centres undefined)	-0.1	-1	-1	4	0	-9	-2	-4	6	-3
O=C(O)CNC(=O)C(c1ccccc1)c1ccccc1	0.2	2	-1	-5	-1	-7	-1	-11	-4	3
COc1cccc(CNC(=O)Cc2ccc(NC3=NC4CS(=O)(=O)CC4S3)cc2)c1 (centres undefined)	-0.7	0	1	-3	-2	2	15	-1	0	-6
O=S(=O)(Nc1ccccc1N1CCCC1)c1ccccc1C(F)(F)F	0.4	5	-3	2	-7	-7	10	-8	7	0
N#Cc1ccc(/C=C2\CC3(OC(=O)c4ccccc4)CCCN2C3)cc1 (centres undefined)	-0.1	-3	0	nt	-5	-5	-3	0	3	nt

Limited to UHRF1 MBD2 ctr and ASAP1 inh, for some of the entries so far:
| canonical_smiles | UHRF1 MBD2 ctr | ASAP1 inh |
| --- | --- | --- |
| CC1(c2cccc(Br)c2)NC(=O)N(CC(=O)Nc2ccc(S(N)(=O)=O)cc2)C1=O (centres undefined) | 3 | 2 |
| CN(Cc1cccc(C(F)(F)F)c1)C(=O)[C@H]1O[C@@H](n2ccc(N)nc2=O)[C@H](O)[C@@H]1O | 0 | -7 |

Next part.
SMILES	KLK7 zymogen act	PLC-gamma1 inh	UHRF1 MBD2 ctr	ARFGAP1 inhibitor	Tn7 DDE FP	PLCb3 inh	sPLA2-III inh	DDE Tn6 FP inh	NR1D1 modulator	ASAP1 inh
Cc1ccccc1Cn1ccc(NC(=O)c2cnn3c(C(F)(F)F)cc(-c4ccco4)nc23)n1	0.3	-2	1	-5	4	-4	14	-7	-8	11
COc1ccc(CNS(=O)(=O)/C=C/c2ccc(OC)cc2CNC(=O)OC(C)(C)C)cc1	-0.3	0	4	nt	-5	4	-11	4	-3	nt
Cc1ccc(C)c(C(=O)CN2C(=O)NC3(CCCCCCC3)C2=O)c1	0.0	2	2	-3	-3	-9	9	5	-3	-5
CCOC(=O)C1CCN(CCC(=O)Nc2ccc(C)c(C)c2)CC1	0.6	-1	1	12	6	-2	-6	3	1	-7
CCN(CC)C(=O)c1ccc(CS(=O)(=O)c2ccc(Br)cc2)cc1	-0.4	-1	-1	0	-9	-4	-3	3	-10	-2
CCc1nnc(NC(=O)/C=C/c2ccc(C)o2)s1	2.0	-9	-3	1	5	-11	0	3	-3	6
COc1cc(C(=O)OCCCN=C2NS(=O)(=O)c3ccccc32)cc(OC)c1OC	-0.3	4	4	-2	4	1	6	6	0	2
O=C(CSc1nc2cc([N+](=O)[O-])ccc2n1-c1ccc(F)cc1)NC1CCS(=O)(=O)C1 (centres undefined)	-0.3	2	-8	5	-2	5	-3	0	0	6
CCC(C)NC(=O)CCn1c(=O)c2cccn2c2ccc(F)cc21 (centres undefined)	-0.3	2	-3	-4	8	-2	-1	8	-2	8
COc1ccc2cc(CN(CC3CCCO3)S(=O)(=O)c3ccc(C(C)=O)cc3)c(=O)[nH]c2c1 (centres undefined)	0.8	-8	-3	2	-4	-17	-8	-6	1	-18
